BoNT-A LC inh2 = BoNT A light chain protease inhibition. multiplex microsphere protease substrate cleavage, flow cytometry. inhibition, % at 10 µM. 0.17% of 360,000 active. AID 588499; note: plate controls were buffer without enzyme for full effect and enzyme alone for no effect
SARS 3CLpro inh = SARS-CoV 3CLpro protease inhibition; P0C6X7; inhibition, % at 6 µM; 0.14% of 290,000 active; recombinant SARS-CoV 3CLpro, quenched FRET peptide cleavage; in the data active = inhibition above about 12%
TcdB GH inh = blocks C. difficile toxin B glycohydrolase activity; P18177; TcdB glycohydrolase enzymatic assay, plate reader; inhibition, % at 9.99 µM; 0.24% of 350,000 active; AID 652162; in the data active = inhibition above about 10%
Target sequence (P18177 whole entry, looked up): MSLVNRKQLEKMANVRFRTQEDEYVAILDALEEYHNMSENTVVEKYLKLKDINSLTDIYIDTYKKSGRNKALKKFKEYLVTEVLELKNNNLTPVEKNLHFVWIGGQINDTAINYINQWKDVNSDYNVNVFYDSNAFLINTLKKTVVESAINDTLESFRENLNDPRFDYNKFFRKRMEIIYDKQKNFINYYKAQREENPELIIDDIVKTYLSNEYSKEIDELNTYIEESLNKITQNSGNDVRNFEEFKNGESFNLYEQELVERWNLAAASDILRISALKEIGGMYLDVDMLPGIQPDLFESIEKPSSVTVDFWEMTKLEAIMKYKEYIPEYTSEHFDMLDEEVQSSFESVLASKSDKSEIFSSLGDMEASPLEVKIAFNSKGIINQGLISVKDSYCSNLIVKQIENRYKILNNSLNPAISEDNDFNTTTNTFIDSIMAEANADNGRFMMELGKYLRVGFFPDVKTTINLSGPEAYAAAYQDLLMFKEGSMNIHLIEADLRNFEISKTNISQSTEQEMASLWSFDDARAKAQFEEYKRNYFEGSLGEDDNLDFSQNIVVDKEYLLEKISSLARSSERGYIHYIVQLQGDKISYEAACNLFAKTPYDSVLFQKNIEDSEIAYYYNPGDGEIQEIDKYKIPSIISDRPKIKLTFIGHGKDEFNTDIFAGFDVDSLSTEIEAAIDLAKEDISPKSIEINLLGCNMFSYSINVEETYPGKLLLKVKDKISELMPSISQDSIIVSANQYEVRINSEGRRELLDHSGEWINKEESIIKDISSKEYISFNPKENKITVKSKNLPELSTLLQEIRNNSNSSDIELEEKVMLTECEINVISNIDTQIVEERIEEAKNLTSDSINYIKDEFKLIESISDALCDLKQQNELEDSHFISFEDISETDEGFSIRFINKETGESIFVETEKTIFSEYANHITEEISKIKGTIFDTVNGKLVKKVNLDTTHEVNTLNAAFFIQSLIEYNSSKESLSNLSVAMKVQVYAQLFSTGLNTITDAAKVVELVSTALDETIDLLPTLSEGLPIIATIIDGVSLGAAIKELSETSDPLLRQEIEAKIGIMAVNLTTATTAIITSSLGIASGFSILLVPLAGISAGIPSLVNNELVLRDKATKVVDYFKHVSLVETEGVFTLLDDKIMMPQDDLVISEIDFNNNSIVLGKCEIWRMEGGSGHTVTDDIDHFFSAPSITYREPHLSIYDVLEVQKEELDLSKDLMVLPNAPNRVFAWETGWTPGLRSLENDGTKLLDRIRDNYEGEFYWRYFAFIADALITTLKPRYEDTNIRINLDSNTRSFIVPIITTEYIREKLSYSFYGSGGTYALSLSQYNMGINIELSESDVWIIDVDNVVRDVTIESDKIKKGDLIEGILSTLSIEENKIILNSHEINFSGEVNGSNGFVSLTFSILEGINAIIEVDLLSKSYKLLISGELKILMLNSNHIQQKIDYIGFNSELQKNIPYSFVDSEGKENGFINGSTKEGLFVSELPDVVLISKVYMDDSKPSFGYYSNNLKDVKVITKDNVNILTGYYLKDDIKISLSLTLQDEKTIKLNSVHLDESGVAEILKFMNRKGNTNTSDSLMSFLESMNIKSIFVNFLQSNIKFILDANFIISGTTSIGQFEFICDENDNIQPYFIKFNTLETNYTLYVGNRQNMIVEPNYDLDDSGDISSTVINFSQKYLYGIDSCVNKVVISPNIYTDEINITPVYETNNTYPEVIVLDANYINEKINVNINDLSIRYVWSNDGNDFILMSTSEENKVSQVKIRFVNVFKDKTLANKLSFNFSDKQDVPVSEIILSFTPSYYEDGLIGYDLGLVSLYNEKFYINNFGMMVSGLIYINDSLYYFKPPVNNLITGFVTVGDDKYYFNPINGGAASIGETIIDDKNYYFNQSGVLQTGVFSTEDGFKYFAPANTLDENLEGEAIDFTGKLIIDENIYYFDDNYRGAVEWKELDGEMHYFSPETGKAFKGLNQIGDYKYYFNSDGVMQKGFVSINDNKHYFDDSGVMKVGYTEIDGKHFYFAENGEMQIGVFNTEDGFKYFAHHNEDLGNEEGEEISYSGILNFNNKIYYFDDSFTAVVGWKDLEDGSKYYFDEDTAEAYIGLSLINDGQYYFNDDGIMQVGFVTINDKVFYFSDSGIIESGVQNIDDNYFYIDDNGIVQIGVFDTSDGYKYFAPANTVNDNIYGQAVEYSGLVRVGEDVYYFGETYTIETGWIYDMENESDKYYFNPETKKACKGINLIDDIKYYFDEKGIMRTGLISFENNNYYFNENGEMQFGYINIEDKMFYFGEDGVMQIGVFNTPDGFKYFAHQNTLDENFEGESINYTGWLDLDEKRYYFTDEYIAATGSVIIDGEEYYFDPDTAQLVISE
Y pestis TopoI = Y. pestis Topo-I inhibition via cleavage products; AID 504884; activity, % at 10 µM; Y. pestis Topo-I cleavage product accumulation, plate reader; 0.064% of 360,000 active; in the data active = activity above about 50%, passing the limit was not always enough; inconclusive = no clear call, values can overlap the other calls; note: inactives centre near 2
PfHsp40 yeast = restores yeast growth despite PfHsp40 toxicity; S. cerevisiae expressing PfHsp40, growth rescue, ATP luminescence; growth rescue, % at 12.5 µM; 0.68% of 340,000 active; AID 504582; in the data active = growth rescue above about 28%, passing the limit was not always enough; inconclusive = no clear call, values can overlap the other calls;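 note: yeast W303a lacking pdr1 and pdr3 grown in galactose medium; growth measured after three days at 30 °C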
BH1578 lux ind = inducers of Vibrio cholerae quorum light production without autoinducers; V. cholerae BH1578 lux reporter, luminescence, 6 h; activation, % at 18.7 µM; 0.16% of 350,000 active; AID 588436; in the data active = activation mostly above about 9.7%, no sharp cut-off; inconclusive = no clear call, values can overlap the other calls; inactive = mostly below about 3.7%; note: not every result past the cut was called active; inactives centre near 0; reference of the scale not given here
SSB-PriA inh = K. pneumoniae PriA-SSBct interaction inhibition. AlphaScreen SSBct-PriA binding, biotinylated peptide. inhibition, % at 33 µM. 0.6% of 430,000 active; in the data active = inhibition mostly above about 37%, no sharp cut-off; inactive = mostly below about 20%;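 note: plate controls were negative control peptide for no effect and reference peptide for full effect; strong numbers were not always called active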
Anthrax LF inh2 = blocks Bacillus anthracis lethal factor protease; P15917; multiplex microsphere protease cleavage assay, LF; inhibition, % at 10 µM; 0.12% of 360,000 active; AID 588501; note: plate controls were buffer without enzyme for full effect and enzyme alone for no effect
PrPC surface inh = reduces human prion protein on the cell surface; P04156; cell surface PrPC, TR-FRET read-out; inhibition, % at 13.8 µM; 0.43% of 370,000 active; AID 720596; in the data active = inhibition above about 24%; note: 0% = median of the test wells and 100% = reference compound wells
The depositor's hits bear a star; i = inactive; ? = inconclusive; nt = not tested or not shown. Cut-off read from the data, not from the text of the source, unless noted: active = inhibition above about 30%; inconclusive = no clear call, values can overlap the other calls; inactive = below that. Only part of the results is shown; count on the stated rates, not on these rows.

Second line of a record – BoNT-A LC inh2, SARS 3CLpro inh, TcdB GH inh, Y pestis TopoI, PfHsp40 yeast, BH1578 lux ind, SSB-PriA inh, Anthrax LF inh2, PrPC surface inh
O=C(O)/C=C(/c1ccccc1)C(F)(F)F
    -3.2, nt, 0.3, 4, -0.7, -0.5, 1, 7, -5
O=c1oc(-c2cccc([N+](=O)[O-])c2)nc2ccccc12
    -0.5, 1, 2.2, -8, -0.5, 0.8, 3, -1, -21
O=C(CCc1nnc2ccc(N3CCCCC3)nn12)NCC1CCN(Cc2ccc(F)cc2)CC1
    2.4, -1, 0.8, 13, 0.2, i, 11, 1, -9
COc1cc(/C=N/Nc2ccccc2C(F)(F)F)ccc1O
    0.7, -4, 0.5, -6, -0.5, -0.7, nt, -1, 0
COC(=O)[C@@]1(Cc2ccc(OC)cc2)[C@@H]2C(=CC(=O)[C@H]2CC(=O)C(=O)N(C)C)CN1C(=O)c1ccccc1
    nt, 3, 3.5, nt, nt, nt, 8, nt, 2
COc1ccc(Br)cc1CN1CCN(C(=O)c2ccc(OC)c(OC)c2)CC1
    0.1, 3, 0.9, 22, -0.6, -0.6, 12, -3, -6
CCc1ccccc1NC(=O)C1C(c2ccccc2)C1(Cl)Cl (stereo not given)
    -0.7, 5, nt, 7, 9.7, -0.3, -16, -1, 12
C/C(=N\Nc1ccc(S(=O)(=O)Nc2ccc(Cl)cc2)cc1[N+](=O)[O-])c1ccc(N2CCOCC2)cc1
    -0.8, 4, nt, -6, -2.0, -0.4, nt, -5, 3
COc1ccc(CCNC(=O)C2CCN(c3nccc(C)n3)CC2)cc1
    0.0, -3, -1.8, -2, ?, 0.6, -8, 2, -7
COc1ccc(OCCOCC(O)CN2CCOCC2)cc1 (stereo not given)
    -0.1, 4, nt, 2, 1.2, 1.7, -11, 2, -7
Cc1cc(C)c2cc(C=O)c(Cl)nc2c1
    3.3, -3, 1.3, -3, 1.0, -3.0, 0, 1, 5
O=C1C(Cc2ccccc2)C(c2ccccc2)N1c1ccccc1 (stereo not given)
    1.0, -4, -1.4, 0, 2.6, nt, -18, 0, -3
COc1ccc(C(=O)NCC(=O)NCC(=O)OCC(=O)c2ccc(C)cc2)cc1
    -0.4, -3, -0.6, -2, -0.8, i, -6, -2, 7
Cc1cc(C(=O)CN2C(=O)C(=O)N(Cc3ccco3)C2=O)c(C)n1CCc1ccc(F)cc1
    -0.4, nt, 0.9, 22, -1.7, 6.2, 1, -4, 1
COC(=O)C(C)n1cnc2c(cnn2-c2ccc(Cl)cc2)c1=O (stereo not given)
    0.3, 0, nt, 2, 0.8, i, -15, -6, 7
CCCCN([C@H](CO)C(C)C)S(=O)(=O)c1ccccc1Br
    0.1, nt, 1.7, -13, -1.0, -1.1, 3, 9, -6
COc1ccc(CNC(=S)Nc2ccc3nc(N4CCN(C)CC4)cc(C)c3c2)cc1
    1.0, 0, 1.7, -7, -0.3, -0.4, 30, 5, -2
O=C(CCl)Nc1ccccc1C(=O)NCc1ccccc1
    0.1, 7, 0.0, 3, 1.4, -0.3, -1, 3, -1
O=C(OCC(=O)N1CCCCCC1)c1cnc(Cl)c(Cl)c1
    1.3, nt, 0.5, -2, -0.6, i, -22, 2, -3
Cc1ccc(NS(=O)(=O)c2cccc(C(=O)NCC3CCCO3)c2)cc1 (stereo not given)
    ?, nt, -0.5, 2, -0.8, i, -14, ?, 10
COc1ccc(NC(=O)N(Cc2ccc(C)cc2)Cc2cccnc2)c(OC)c1
    -0.3, -3, 0.4, 28, -0.3, -0.2, -13, 2, 16
Cc1onc(NC(=O)CSCC(=O)O)c1Br
    nt, 0, 0.8, -7, nt, -0.2, -7, nt, -4
CC(C)[C@H](NC(=O)N1CC(=O)Nc2ccccc21)C(=O)N[C@H](C(=O)O)c1ccccc1
    0.2, -2, 0.4, -4, -0.2, i, -7, 0, -3
Cc1cc(S(=O)(=O)N2CCCCC2)ccc1OCC(=O)Nc1ccccc1
    -3.8, 1, 1.7, 23, 3.0, i, -1, -4, 2
COc1cc(/C=C2/SC(=S)N(CC(=O)Nc3cccnc3)C2=O)cc(OC)c1OC
    31*, 1, nt, -11, 1.3, -0.3, 19, 15, -4
CCOC(=O)c1c(NC(=O)CSc2nnnn2-c2ccc3c(c2)OCCO3)sc(C)c1C
    -0.5, 1, nt, 2, 0.7, -0.4, 9, -5, 1
COc1ccc(NC(=O)C2CCCN2C(=O)NCc2ccccc2)cc1OC (stereo not given)
    -0.7, 2, nt, -8, 5.3, -0.4, -5, -2, 4
O=C(COC(=O)Cn1cc(C(F)(F)F)ccc1=O)Nc1ccccc1
    0.3, nt, -2.2, -3, 0.4, -7.1, -5, 2, -2
CCCCn1c(O)c(/C=C/C=C/C=Nc2ccccc2)sc1=S
    15, -5, 0.5, 0, 42*, nt, nt, 7, 5
O=C(O)c1ccc(NN=CC2=C(N3CCOCC3)/C(=C/c3ccccc3)CC2)cc1
    0.5, nt, -3.2, -16, 3.1, -0.1, -7, 1, -12
COc1ccc(OC)c(S(=O)(=O)N2CCC(C(=O)Nc3cccc(C)c3C)CC2)c1
    -0.3, -3, nt, 26, -0.2, -3.8, -8, -5, 2
Cc1ccc(NC(=O)/C(=C\c2ccccc2)NC(=O)c2ccco2)cc1
    0.1, 0, -1.9, -8, 0.1, -0.4, -14, -1, -1
Cc1nonc1CC(=O)NC1CCCc2c1cnn2-c1ccc(F)cc1F (stereo not given)
    -0.9, -1, -0.7, -4, -0.6, -5.6, 0, 1, -4
Cc1cc(C)cc(NS(=O)(=O)c2ccc3c(c2)C(C)(C)C(=O)N3C)c1
    0.6, 5, 0.8, 9, 0.2, -0.2, 3, 0, 9
Cn1c(-c2cc(Br)ccc2O)n[nH]c1=S
    0.2, 3, nt, -7, -0.2, -0.4, 8, -2, -6
CCN(CC)CCCn1c2c(c(SCC(=O)Nc3ccc(OC(F)(F)F)cc3)nc1=O)CCC2
    -8.5, nt, -0.1, -11, 1.6, i, 7, 6, 2
CC(=O)Nc1nonc1NC(=O)c1ccc(C(C)(C)C)cc1
    ?, -4, nt, 10, 1.0, -0.3, -6, ?, 12
Cc1nn(C)cc1/C=N/NC(=O)c1ccc2c(c1)OCO2
    0.6, 0, nt, 5, -1.0, -6.2, nt, -4, 7
CC(=O)Oc1ccc(-c2csc(Nc3ccc(Cl)cn3)n2)cc1
    2.2, 3, -0.2, 0, 2.9, -0.9, -13, 7, 4
Cc1noc(C(=O)NCC2CCCO2)c1Cl (stereo not given)
    1.7, -3, 1.3, 2, 0.0, i, -7, 0, 3

Following part:
Screens by letter – A = BoNT-A LC inh2; B = SARS 3CLpro inh; C = TcdB GH inh; D = Y pestis TopoI; E = PfHsp40 yeast; F = BH1578 lux ind; G = SSB-PriA inh; H = Anthrax LF inh2; I = PrPC surface inh
structure: O=C1N=C(N2CCCC2C(=O)O)S/C1=C\c1ccco1 (stereo not given)
  A: -2.3; B: -6; C: 1.3; D: 0; E: -1.4; F: -0.2; G: -4; H: -5; I: -4

structure: COc1ccc(C2NC(=O)c3ccccc3N2)cc1OC (stereo not given)
  A: -1.1; B: -1; C: nt; D: -1; E: 0.8; F: i; G: 3; H: -5; I: -2

structure: FC(F)(F)c1cccnc1Oc1ccc(C2=NCCS2)cc1
  A: -2.3; B: 1; C: 0.3; D: 10; E: 0.9; F: i; G: 4; H: 12; I: -2

structure: Cc1c(C)c2ccc(Oc3ccc([N+](=O)[O-])cc3C(F)(F)F)c(C)c2oc1=O
  A: -0.1; B: -1; C: 1.6; D: 17; E: 0.3; F: -0.4; G: -2; H: -3; I: -6

structure: CCCCC/C=C/C1=CC(=O)C[C@H](c2ccc3c(c2)OCO3)C1
  A: 0.0; B: nt; C: -0.6; D: 63*; E: 3.5; F: -0.8; G: -2; H: -1; I: 4

structure: O=C(Nc1nc2ccsc2c(=O)s1)c1ccc(F)cc1
  A: -9.1; B: -1; C: -1.3; D: -6; E: nt; F: -0.5; G: -7; H: -3; I: 1

structure: Cc1c(C(C)O)nnn1-c1nonc1N (stereo not given)
  A: 0.0; B: -3; C: nt; D: -5; E: 1.4; F: -5.0; G: -31; H: 3; I: 3

structure: COC(=O)CSc1ccsc1C(=O)O
  A: -0.3; B: 4; C: 0.1; D: 5; E: -0.3; F: -0.5; G: -17; H: -2; I: -3

structure: COc1ccc(C(=O)NCCCNC(=O)c2cccnc2)cc1Br
  A: 1.8; B: -3; C: -7.7; D: 4; E: 0.9; F: -1.1; G: -11; H: 5; I: -4

structure: Cc1ccccc1C(=O)NCCn1cc(SCC(=O)NCC2CCCO2)c2ccccc21 (stereo not given)
  A: 0.8; B: -1; C: 1.8; D: 17; E: -1.3; F: i; G: 6; H: 3; I: 7

structure: S=c1nc[nH]c2c1[nH]c1ccc(Cl)cc12
  A: 0.8; B: 2; C: -0.1; D: 3; E: 0.8; F: 2.1; G: -3; H: -6; I: 43*

structure: O=C(COC(=O)c1ccc(Sc2ccccc2)c([N+](=O)[O-])c1)NC1CCCc2ccccc21 (stereo not given)
  A: 0.7; B: 0; C: nt; D: -1; E: 0.8; F: i; G: -16; H: 3; I: 0

structure: COc1ccc(C(=O)NC(=S)NCC2CCCO2)cc1 (stereo not given)
  A: 0.3; B: -2; C: nt; D: 0; E: 1.0; F: 0.3; G: 11; H: 0; I: 9

structure: C/C=C\C=C/C(=O)Nc1cccc(C2=NOC3(C2)C[C@H](C(N)=O)N(C(=O)Cc2ccc([N+](=O)[O-])cc2)C3)c1 (stereo not given in full)
  A: -0.3; B: nt; C: 1.9; D: 15; E: 0.8; F: -0.6; G: -10; H: -4; I: -12

structure: C/C(=N\NC(=O)CCc1c(C)n[nH]c1C)c1ccc([N+](=O)[O-])cc1
  A: 5.5; B: 0; C: 0.9; D: -4; E: 3.7; F: -0.8; G: nt; H: 15; I: -5

structure: COc1ccc(NCc2nnc(SCC(=O)Nc3cc(C)cc(C)c3)o2)cc1
  A: ?; B: 5; C: nt; D: -6; E: -1.1; F: -1.7; G: 8; H: -3; I: -1

structure: OC(CNC1CCCC1)COc1ccc(F)cc1 (stereo not given)
  A: -5.3; B: -1; C: 0.5; D: -2; E: 1.5; F: -0.3; G: -17; H: 14; I: -2

In the list so far, nine contain a Cl atom.
Screens by letter – A = BoNT-A LC inh2; B = SARS 3CLpro inh; C = TcdB GH inh; D = Y pestis TopoI; E = PfHsp40 yeast; F = BH1578 lux ind; G = SSB-PriA inh; H = Anthrax LF inh2; I = PrPC surface inh
structure: CCc1ccccc1NC(=O)C1C(c2ccccc2)C1(Cl)Cl (stereo not given)
  A: -0.7; B: 5; C: nt; D: 7; E: 9.7; F: -0.3; G: -16; H: -1; I: 12

structure: C/C(=N\Nc1ccc(S(=O)(=O)Nc2ccc(Cl)cc2)cc1[N+](=O)[O-])c1ccc(N2CCOCC2)cc1
  A: -0.8; B: 4; C: nt; D: -6; E: -2.0; F: -0.4; G: nt; H: -5; I: 3

structure: Cc1cc(C)c2cc(C=O)c(Cl)nc2c1
  A: 3.3; B: -3; C: 1.3; D: -3; E: 1.0; F: -3.0; G: 0; H: 1; I: 5

structure: COC(=O)C(C)n1cnc2c(cnn2-c2ccc(Cl)cc2)c1=O (stereo not given)
  A: 0.3; B: 0; C: nt; D: 2; E: 0.8; F: i; G: -15; H: -6; I: 7

structure: O=C(CCl)Nc1ccccc1C(=O)NCc1ccccc1
  A: 0.1; B: 7; C: 0.0; D: 3; E: 1.4; F: -0.3; G: -1; H: 3; I: -1

structure: O=C(OCC(=O)N1CCCCCC1)c1cnc(Cl)c(Cl)c1
  A: 1.3; B: nt; C: 0.5; D: -2; E: -0.6; F: i; G: -22; H: 2; I: -3

structure: CC(=O)Oc1ccc(-c2csc(Nc3ccc(Cl)cn3)n2)cc1
  A: 2.2; B: 3; C: -0.2; D: 0; E: 2.9; F: -0.9; G: -13; H: 7; I: 4

structure: Cc1noc(C(=O)NCC2CCCO2)c1Cl (stereo not given)
  A: 1.7; B: -3; C: 1.3; D: 2; E: 0.0; F: i; G: -7; H: 0; I: 3

structure: S=c1nc[nH]c2c1[nH]c1ccc(Cl)cc12
  A: 0.8; B: 2; C: -0.1; D: 3; E: 0.8; F: 2.1; G: -3; H: -6; I: 43*

Screens: PubChem BioAssay, several laboratories
